# Assay outcomes as filed in PubChem BioAssay.
# Rab7 wt GTP bind: modulators of GTP binding to Rab7, primary screen, biochemical, wildtype, multiplex bead flow cytometry. 190,000 compounds, 0.055% hits. GTP binding activity (percent of control), % at 10 µM. Rab7 GTPase wild type (dog), Bodipy-FL-GTP binding. GST-Rab7 beads, fluorescent GTP binding; actives lie on both sides; untreated = 100%, excess cold GTP = 0%;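 active = fluorescent GTP binding to Rab7 beads changed by at least 20 points from the 100% baseline, either direction, mostly lower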;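 note: median green fluorescence of bound Bodipy-FL-GTP per Rab7 bead population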
# Rab2 wt GTP: modulators of GTP binding to Rab2A wildtype, primary screen, biochemical, dog, bead-based flow cytometry, multiplex; GST-Rab2 wt beads, Bodipy-GTP binding; GTP binding activity, % at 10 µM; 190,000 compounds, 0.19% hits; AID 760, 2007;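 active = GTP binding activity at least 20 points away from 100%, either lowered or raised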;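 note: 0% = beads with excess unlabeled GTP and 100% = no-compound control corrected for plate trend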
# ABCB1 inh: ABCB1 efflux pump inhibitors, primary screen, cell-based, multiplex, flow cytometry, ABCG2 counter-screen; ATP-dependent translocase ABCB1 (Homo sapiens), P08183; CCRF-Adr cells, JC-1 efflux; inhibition, % at 6.6 µM; 190,000 compounds, 0.067% hits; AID 1326, 2008; in the data active = inhibition above about 40%;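 note: 0% = vehicle and 100% = reference inhibitor; higher value means more JC-1 retained so stronger ABCB1 efflux block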
# ABCG2 block: ABCG2 efflux pump inhibitors, primary screen, multiplex with ABCB1, IgMXP3 cells, flow cytometry | Broad substrate specificity ATP-binding cassette transporter ABCG2 (Homo sapiens), Q9UNQ0 | JC-1 efflux | inhibition, % at 6.6 µM | 190,000 compounds, 0.1% hits | AID 1325, 2008;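 active = inhibition above 80%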;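 note: 0% = DMSO and 100% = nicardipine control wells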
# Target sequence (Q9UNQ0 whole entry, looked up): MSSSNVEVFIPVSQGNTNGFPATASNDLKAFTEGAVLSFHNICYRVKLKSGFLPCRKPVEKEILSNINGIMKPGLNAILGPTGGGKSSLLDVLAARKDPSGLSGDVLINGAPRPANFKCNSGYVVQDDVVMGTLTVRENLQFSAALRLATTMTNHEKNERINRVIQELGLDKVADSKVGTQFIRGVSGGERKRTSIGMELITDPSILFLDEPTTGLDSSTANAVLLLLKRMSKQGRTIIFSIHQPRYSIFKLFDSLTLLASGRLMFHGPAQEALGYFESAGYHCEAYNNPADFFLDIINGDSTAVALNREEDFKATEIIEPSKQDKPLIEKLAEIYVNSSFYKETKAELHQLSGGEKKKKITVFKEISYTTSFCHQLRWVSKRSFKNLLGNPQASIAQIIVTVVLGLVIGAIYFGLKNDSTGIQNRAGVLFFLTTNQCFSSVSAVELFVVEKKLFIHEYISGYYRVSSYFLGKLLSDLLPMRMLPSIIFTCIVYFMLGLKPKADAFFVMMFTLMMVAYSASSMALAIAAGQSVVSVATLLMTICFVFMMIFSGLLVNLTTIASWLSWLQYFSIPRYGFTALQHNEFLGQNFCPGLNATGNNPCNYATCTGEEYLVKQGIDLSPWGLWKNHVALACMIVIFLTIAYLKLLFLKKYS
#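 Incubation: cells with compound and JC-1, 10 min at 25 °C, rotating, no wash / Test system: IgMXP3 (ABCG2) plus far-red-tagged CCRF-Adr (ABCB1) cells / Compound dosing: one concentration, 6.6 µM final / Also added: JC-1 fluorescent substrate / Evaluation: efflux inhibition in percent versus controls / Detection: flow cytometry, 530 nm JC-1 signal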
# Rac1 wt modul: wildtype Rac1 GTP binding modulators, primary screen, biochemical, GST-Rac1 beads, flow cytometry, multiplex; Ras-related C3 botulinum toxin substrate 1 (Homo sapiens), P63000; fluorescent GTP binding; actives lie on both sides; 0 = cold GTP competed, 100 = untreated; GTP binding activity (% of control), % at 10 µM; 190,000 compounds, 0.27% hits;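 active = GTP binding activity at least 20 points away from the 100% control level, either lower or higher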
# Pf gametocyte: late stage P. falciparum gametocyte viability inhibitors, primary screen, ATP luminescence, HTS; inhibition, % at 10.9 µM; 150,000 compounds, 0.065% hits; P. falciparum stage V gametocytes, 24 h;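 active = inhibition above the mean plus 3 SD of compounds within the control limits, set per campaign, cut at about 38% in these data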;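 note: 0% = DMSO wells and 100% = medium only without gametocytes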
# Cdc42 wt: modulators of GTP binding to wildtype Cdc42, primary screen, biochemical, multiplex bead flow cytometry, Bodipy-GTP; Cell division control protein 42 homolog (Homo sapiens), P60953; GST-Cdc42 beads; actives lie on both sides; percent activity (GTP binding), % at 10 µM; 190,000 compounds, 0.2% hits;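 active = percent activity GTP binding at least 20 points away from the 100% baseline, either down as inhibitor or up as activator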;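 note: median bead fluorescence of bound Bodipy-FL-GTP at 100 nM; 0% = excess unlabeled GTP control and 100% = no compound control; below 100% means less GTP binding so inhibitor and above means activator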
# Target sequence (P60953 whole entry, looked up): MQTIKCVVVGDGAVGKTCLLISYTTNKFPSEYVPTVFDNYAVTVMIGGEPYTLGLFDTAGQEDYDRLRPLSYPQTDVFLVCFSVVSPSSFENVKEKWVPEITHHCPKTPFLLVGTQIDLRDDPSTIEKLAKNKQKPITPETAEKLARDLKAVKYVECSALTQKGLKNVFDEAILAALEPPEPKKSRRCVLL
# Avidin fluor: green autofluorescence of compounds with avidin beads – biophysical, 488/530 nm, flow cytometry, artefact control, profiling panel | compound fluorescence 488/530 nm; stronger effect = higher value | fluorescence (KMESF) at 10 µM | 220,000 compounds, 0.38% hits | AID 1775, 2009; in the data active = fluorescence above about 47; note: inactives centre near 10
# HRas wt GTP bind: modulators of GTP binding to HRas wildtype, primary screen, biochemical, bead-based flow cytometry, multiplex | GTPase HRas (Homo sapiens), P01112 | GST-Ras wt beads, Bodipy-FL-GTP binding; actives lie on both sides | GTP binding activity, % at 10 µM | 190,000 compounds, 0.14% hits | AID 759, 2007;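 active = GTP binding activity at least 20% away from the 100% baseline, either lowered as inhibitor or raised as activator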;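 note: 0% = unlabeled GTP competition control and 100% = no-compound control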
# Target sequence (P01112 whole entry, looked up): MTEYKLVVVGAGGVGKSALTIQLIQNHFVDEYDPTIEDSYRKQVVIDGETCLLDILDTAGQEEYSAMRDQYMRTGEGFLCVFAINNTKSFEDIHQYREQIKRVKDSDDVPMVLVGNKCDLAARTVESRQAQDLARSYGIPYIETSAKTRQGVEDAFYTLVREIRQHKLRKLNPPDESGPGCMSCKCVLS
# Mcl1-Noxa inh: Mcl-1/Noxa binding inhibitors, primary screen, biochemical, TR-FRET, 1536-well | Induced myeloid leukemia cell differentiation protein Mcl-1 (Homo sapiens), Q07820 | TR-FRET Mcl-1/Noxa peptide binding, 2 h | inhibition, % at 21.7 µM | 220,000 compounds, 1.5% hits;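 active = compounds that cut the protein-peptide binding signal by more than 50% relative to plate controls in a single-dose test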;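 note: His-tagged Mcl-1 with rhodamine Noxa BH3 peptide and terbium anti-His antibody; 0% = Mcl-1 plus Noxa peptide wells and 100% = peptide-only wells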
# Rac1 mut GTP: GTP binding modulators of activated mutant Rac1, primary screen, biochemical, bead-based flow cytometry, multiplex, fluorescent GTP; 190,000 compounds, 0.11% hits; GST-Rac1 activated beads; actives lie on both sides; 100% means binding = to untreated wells; percent activity (GTP binding), % at 10 µM; Ras-related C3 botulinum toxin substrate 1 (Homo sapiens), P63000;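 active = GTP binding at least 20 percentage points away from the 100% baseline, in either direction, so actives lie on both sides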
# The depositor's hits bear a star; / = not tested or not shown. Random draw from the library, and some 2.3% of all compounds hit somewhere here.
SMILES,Rab7 wt GTP bind,Rab2 wt GTP,ABCB1 inh,ABCG2 block,Rac1 wt modul,Pf gametocyte,Cdc42 wt,Avidin fluor,HRas wt GTP bind,Mcl1-Noxa inh,Rac1 mut GTP
CC(=O)Nc1ccc(-c2csc(Nc3ncccn3)n2)cc1,106,100,0.1,0,102,-8,101,13,103,17,99
O=C(O)c1cccc(S(=O)(=O)Nc2cccc(S(=O)(=O)N3CCCCCC3)c2)c1,103,97,1.4,7,99,-8,99,9,98,15,93
Cc1ccc(NC(=O)CCC(=O)NNC(=O)CCc2ccccc2)c(C)c1,96,98,-1.6,3,97,-8,101,12,97,4,97
O=S(=O)(Cc1ccccc1Cl)N1CCN(Cc2ccc3c(c2)OCO3)CC1,100,104,0.4,2,102,/,103,7,103,0,102
COc1ccc(NC(=O)CCC(=O)c2cccs2)cc1S(=O)(=O)Nc1ccccc1Cl,99,96,0.1,0,92,/,97,2,97,6,95
COc1ccc(N(CC(=O)NCC2CCCO2)C(=O)CCC(=O)Nc2nccs2)cc1 (stereo unspecified),102,101,0.4,1,105,/,104,7,102,1,100
NS(=O)(=O)c1ccc(CCNC(=O)c2ccc(S(=O)(=O)N3CCCCC3)cc2)cc1,94,95,0.3,1,94,/,94,15,95,15,94
CC1(C)CC2(CC(c3ccccc3)Oc3cc(O)ccc32)NC(=S)N1 (stereo unspecified),100,101,0.6,3,104,4,101,16,102,3,100
O=C(CCCOc1ccccc1)NC(=S)Nc1ccccc1,94,93,0.4,4,95,/,93,8,94,15,93
O=C1/C(=C/c2ccco2)Cc2ccccc21,96,96,0.9,17,101,8,100,5,99,17,97
COc1ccc(NC(=O)c2ccco2)cc1NC(=O)c1ccco1,99,96,0.2,2,100,/,97,18,96,-23,94
CC(C)=CCC/C(C)=C/COc1ccc2ccc(=O)oc2c1,94,92,0.5,7,96,/,97,7,94,4,92
CC(C(=O)NC1CCCCCC1)N(c1ccccc1)S(C)(=O)=O (stereo unspecified),99,103,0.3,1,105,5,103,5,97,12,97
Cc1c2cnn(CC(=O)N3CCN(c4ncccn4)CC3)c(=O)c2c(C)n1Cc1ccc(F)cc1,94,93,-0.1,1,98,/,100,10,95,15,97
CN1CCN(C2=C(Cl)C(=O)C(c3cnc(N4CCCCC4)s3)=C(Cl)C2=O)CC1,94,95,-1.3,-4,99,/,96,2,95,98*,95
COC(=O)c1ccn(C(=O)c2ccc(Cl)cc2)n1,97,96,0.5,3,101,7,97,24,97,-8,96
COc1cc(NC(=O)C(C)Oc2ccccc2)cc(OC)c1 (stereo unspecified),95,100,0.6,25,106,/,102,14,102,-3,100
O=C(NCCCN1CCC(Cc2ccccc2)CC1)C1CCN(S(=O)(=O)N2CCC3(CC2)OCCO3)CC1,104,96,-0.5,-2,97,34,99,10,95,-3,95
CCc1nnc(NC(=O)CSc2ccc(-c3nc4ccccc4[nH]3)cn2)s1,101,103,1.3,3,101,/,102,11,103,29,100
COc1ccc(OC)c(C(=O)COC(=O)CNC(=O)C2CCCCC2)c1,96,99,0.6,1,98,/,103,6,100,-8,100
CC(C)(C)S(=O)(=O)c1cnc2c(-c3ccc(F)cc3)cnn2c1N,92,91,0.5,3,93,8,90,13,89,-7,94
CC(=O)c1c(C)oc2ccc(NS(=O)(=O)c3cccs3)cc12,101,101,1.9,4,106,/,102,122*,99,16,103
Cc1cccc(NN=C2c3ccccc3-c3ccccc32)c1,97,97,0.3,-1,102,7,103,7,98,-10,97
Cc1ccc(OCC(=O)Nn2cnnc2)c(Br)c1,94,96,0.3,0,97,-20,97,24,97,8,97
CCOC(=O)C1CCCN(C(=O)c2sc3nc(C)nc(N4CCOCC4)c3c2C)C1 (stereo unspecified),101,101,-2.1,-5,105,/,100,8,99,-12,100
O=C(NCCCn1ccnc1)c1ccc(N2CCCCCC2)c([N+](=O)[O-])c1,97,94,0.8,9,95,-8,96,11,94,5,96
COc1ccc(CC(=O)OCC(=O)NC(=O)NC2CCCCC2)cc1,101,100,0.1,-1,105,/,101,26,101,-4,97
COc1ccc(-n2c3c(cc(C(=O)N4CCN(CCO)CC4)c2=O)C(=O)CC(C)(C)C3)cc1,95,96,0.1,1,97,/,98,37,97,-4,95
CC/C(=N/Nc1ccc(Cl)cc1)c1cnnc(SC)n1,98,100,1.1,56,103,15,105,15,100,10,101
CC1(C)Cc2c(c(-c3ccccc3)nc(N3CCOCC3)c2C(N)=O)CO1,98,98,0.7,4,98,/,98,6,99,13,98
CC(C)/C=C1\CC/C(=C\c2cccnc2)C1=O,105,101,-0.4,-1,101,-16,97,9,99,11,97
COc1ccc(CNC(=S)N/N=C/c2ccncc2)cc1,95,89,0.2,6,90,16,94,13,91,25,91
COc1ccc(-c2[nH]ncc2/C=N\NS(=O)(=O)c2ccccc2)cc1OC,101,102,0.4,14,107,/,99,7,101,8,99
CCN1CCN(C(=O)CN(c2cccc(Br)c2)S(=O)(=O)c2ccccc2)CC1,91,99,0.5,-5,101,19,98,8,99,-8,99
Cc1ccccc1-n1c(=O)c2ccccc2n2nnnc12,100,98,0.4,2,101,8,102,23,101,-20,98
O=C(COn1nnc2ccc(C(F)(F)F)cc21)Nc1c(Cl)cccc1Cl,102,99,-3.5,-8,104,1,98,5,99,4,99
COc1ccc(Nc2nc(-c3ccccc3)nc3ccccc23)c(OC)c1,101,96,-0.9,9,97,-15,94,11,97,4,94
Clc1ccc(C[n+]2cc(-c3ccccc3)n3c2CCCCC3)c(Cl)c1,96,96,1.0,-3,98,/,97,28,97,2,97
CCCCOC(=O)Nc1ccc(OC)cc1S(=O)(=O)N1CCOCC1,99,100,0.4,3,101,/,103,8,100,-6,98
CCOC(=O)C1CCN(C(=O)CCN2C(=O)C3C4C=CC(C4)C3C2=O)CC1 (stereo unspecified),99,100,-0.3,1,108,/,102,8,101,-15,99
COc1ccccc1-c1nnc(NC(=O)CSc2nncn2C)s1,107,95,-0.3,6,95,/,96,10,95,10,92
Cn1cc(C(=O)NC2CCCCCC2)c(=O)c2cc(S(=O)(=O)N3CCCC3)ccc21,97,99,0.6,1,103,/,100,3,100,-16,99
COc1ccccc1N1CC(C(=O)OC(C)C(=O)N2CCCc3ccccc32)CC1=O (stereo unspecified),98,99,0.9,2,102,/,100,6,100,8,100
CCS(=O)(=O)NCCc1ccc(OC)c(OC)c1,105,101,0.3,-5,108,/,100,13,102,2,99
O=C(NCc1ccc2c(c1)OCO2)c1ccc(S(=O)(=O)NCC2CCCO2)cc1 (stereo unspecified),98,99,0.3,2,104,11,103,40,101,-7,100
NCCCC[C@H]1CNC(=S)N1CC1CCCCC1,96,96,0.3,1,95,/,94,7,95,-3,95
O=C(N/N=C/c1ccc(Br)o1)/C(=C/c1ccc([N+](=O)[O-])cc1)NC(=O)c1ccccc1,103,99,-0.1,5,101,-5,99,12,102,17,97
Cc1oc(-c2ccccc2)[n+]([O-])c1C,94,99,-0.1,5,99,/,98,9,97,/,98
O=C(COC(=O)CCC(=O)c1cccs1)Nc1ccc(Cl)cn1,95,96,0.3,4,101,/,99,2,96,17,98
Fc1ccc(Nc2ccnc(Nc3ccc(F)cc3)n2)cc1,102,103,0.1,-1,103,10,101,2,101,31,104
CCC(=O)N1CCN(c2ccccc2NC(=O)Cc2ccc(Cl)cc2)CC1,101,103,4.4,2,105,/,105,13,100,0,101
CN(C)C(CNC(=O)c1cccc(S(=O)(=O)N(C)C)c1)c1ccccc1 (stereo unspecified),100,102,0.0,0,101,2,104,8,103,-2,100
COc1cc(C=O)ccc1OCCCOc1ccc([N+](=O)[O-])cc1,101,97,1.9,59,101,/,101,12,97,17,99
O=C(CN1CCCCCC1)Nc1cccc(Br)c1,99,101,0.3,1,101,/,102,9,102,8,100
O=C(CCNS(=O)(=O)c1c(Cl)cccc1Cl)OCC(=O)c1ccccc1F,100,101,0.0,1,102,20,101,4,101,8,98
COC(=O)NC1(C(F)(F)F)C(=O)Nc2c1c(=O)n(C)c(=O)n2C (stereo unspecified),98,95,0.5,6,96,-24,100,8,95,12,94
O=C(NC1CCCC1)C(c1ccsc1)N(CCc1ccccc1)C(=O)Cc1cccs1 (stereo unspecified),100,105,0.4,1,106,7,102,1,103,9,103
C/C=C/C(=O)OCC(=O)Nc1ccc(F)cc1Cl,102,104,0.1,1,101,/,107,35,103,5,98
Cc1ccc(OC(=O)c2cccc([N+](=O)[O-])c2)c(-n2nc3ccccc3n2)c1,100,99,2.3,12,103,-25,102,3,100,5,101
CC(C)(C)C1CCC(=NNC(=O)C(=O)NCc2cccnc2)CC1 (stereo unspecified),107,99,0.2,5,101,25,95,12,99,-1,97
# More records.
SMILES,Rab7 wt GTP bind,Rab2 wt GTP,ABCB1 inh,ABCG2 block,Rac1 wt modul,Pf gametocyte,Cdc42 wt,Avidin fluor,HRas wt GTP bind,Mcl1-Noxa inh,Rac1 mut GTP
O=C1OCC/C1=C\c1ccccc1,92,97,-0.5,0,99,/,100,3,97,-5,97
CSc1nc(=S)n(Cc2ccccc2)c(C)c1C(C)=O,100,100,0.4,2,104,12,101,3,102,-9,97
CCS(=O)(=O)N1CCC(C(=O)NCc2ccccn2)CC1,97,101,0.0,1,98,/,103,18,101,-32,94
O=C(CNC(=O)Cc1ccc(Cl)cc1)NCc1ccco1,106,104,0.1,-1,102,-11,96,6,102,-14,97
CC1CC(=S)Nc2ccccc2S1 (stereo unspecified),99,99,0.5,0,104,/,101,8,100,7,99
CC(=O)Nc1cc(-n2cnnn2)ccc1C,96,96,1.1,1,97,-1,98,8,98,7,96
CCOc1c(Cl)cc(CNCC(C)C)cc1Cl,100,98,1.6,5,102,-9,101,4,99,-20,98
